High-throughput results deposited in PubChem BioAssay by Broad Institute.
FN deposition inh = inhibitors of fibronectin matrix deposition, primary screen, AH1F cells, Alexa488-fibronectin fluorescence, plate reader | AH1F fibroblasts, overnight | inhibition, % at 12.6 µM | 350,000 compounds, 0.086% hits;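 active = mean inhibition across replicates of 30% or more, regardless of how many single replicates reach that level; inconclusive = mean under 30% yet at least half of replicates reach 30%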;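 also: positive control wells lacked labelled fibronectin entirely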
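Assay system: AH1F fibroblasts / Quantity: 10000 cells per well / Medium: DMEM plus 2% serum, read in PBS / Reagent: labelled fibronectin 24 nM / Dosing: single dose, pinned / Times: 1 h cell attachment, overnight exposure to compound and label / Signal: fluorescence, ex 485 nm, em 525 nm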
CFTR F508del cor = F508del CFTR correction, initial screen, CFBE line, single point. CFBE cells, YFP halide quenching; stimulated with forskolin plus potentiator P3; % fluorescence drop versus neutral controls. activity (quench increase), % at 7.58 µM. 350,000 compounds, 0.36% hits;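 active = mean added fluorescence quench of at least 8% versus neutral control, with both replicates also reaching 8%; inconclusive = only one of the mean or replicate conditions met; inactive = mean below 8% and not both replicates reaching 8%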;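 also: cells transiently co-express mutant CFTR-F508del with the halide-sensitive YFP; corrector assay measuring rescue of mutant channel to the surface after 24 h compound exposure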
EWS-Fli inh = EWS/Fli-driven NR0B1 reporter inhibitors, primary screen, A673 cells, NR0B1 luciferase, luminescence, MLPCN library | viability-normalised | 350,000 compounds, 0.67% hits | inhibition, % at 12.6 µM;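 active = mean inhibition of at least 50% after viability correction, with every replicate also passing that limit; inconclusive = mean reaches 50% but only one of two replicates passes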;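 also: firefly luciferase signal divided by Alamar Blue viability fluorescence both relative to DMSO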
DENV2 CPE rescue = inhibitors of DENV2 cytopathic effect, primary screen, cell-based, plate reader, single concentration; DENV2-infected cells, cytopathic effect rescue; 350,000 compounds, 1.7% hits; CPE inhibition, % at 9.99 µM; in the data active = CPE inhibition above about 20%, passing the limit was not always enough; inconclusive = no clear call, values can overlap the other calls; tested in BHK-21 cells;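 also: 0% = median of neutral control wells and 100% = median of positive control wells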
PAX8 inh HTS = inhibitors of PAX8-driven TPO luciferase reporter, primary screen, RMG-I cells, single concentration; 360,000 compounds, 1.2% hits; inhibition, % at 12.6 µM; SteadyGlo, 24 h;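 active = mean replicate inhibition at least 60% with every replicate also reaching 60%; inconclusive = only one of the two criteria is met; inactive = mean below 60% and not all replicates reaching 60%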;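 also: luciferase light reporting Pax8 driven TPO promoter activity; plate controls were median of neutral control wells for no effect and mitoxantrone controls for full effect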
miR122 inh = miR-122 Renilla sensor signal increase in Huh7, primary screen, miR-122 inhibitor project, cell-based, single point, plate reader | Huh7 miR-122 Renilla luciferase sensor, 48 h; neutral wells = 0, positive control = 100 | AID 602342, 2012 | 340,000 compounds, 0.3% hits | activation (reporter increase), % at 12.5 µM;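 active = mean replicate activation score at least 90 and every replicate individually at or above 90; inconclusive = only one of the two criteria met; inactive = neither criterion met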;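 also: higher luciferase means less miR-122 activity so hits act as miR-122 inhibitors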
GSIS activator = GLuc luminescence reporter in INS-1E cells, primary screen for activators of glucose-dependent secretion of insulin | INS-1E GLuc reporter insulin secretion, 2-3 h | activation, % at 16.6 µM | 370,000 compounds, 0.61% hits;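 active = lowest replicate activation of at least 40%, so every replicate reaches that level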;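 also: 0% = median of neutral control wells and 100% = median of IBMX positive control wells; some compounds called inactive have numbers as strong as hits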
* hit, by the source's call; ? = inconclusive; . = not tested or not shown; [ ] = remark or other dose.

mol,FN deposition inh,CFTR F508del cor,EWS-Fli inh,DENV2 CPE rescue,PAX8 inh HTS,miR122 inh,GSIS activator
COc1cc(CNCCCN2CCOCC2)cc(Br)c1OCC(=O)N1CCCCC1,.,-1.6,-7,-6,.,.,-5
CC(=O)c1ccc(N2C(=O)[C@@H]3C(CCC(N)=O)NC4(C(=O)Nc5c4ccc(Cl)c5C)[C@@H]3C2=O)cc1 (stereo partly drawn),-1,.,.,.,18,12,1
CCOc1ccc(NS(=O)(=O)c2ccc(OCC(=O)NCc3ccncc3)cc2)cc1,.,0.4,.,-1,16,-5,-6
OCC1CCCCN1C(=S)Nc1cccc(Cl)c1 (stereo not drawn),-11,2.7,7,7,-9,.,-10
c1ccc(-c2cc3cc4c(cc3cn2)OCO4)cc1,4,-0.9,-21,-3,-83,-4,-3
COc1cccc(CN(C(=O)COc2ccc(C)cc2)C2CCS(=O)(=O)C2)c1 (stereo not drawn),-3,-1.5,.,1,-6,9,9
CC1(C(=O)NS(=O)(=O)c2cccc(C#N)c2)CCN1C(=O)CC1CCCCC1 (stereo not drawn),8,1.6,-7,14,-2,-2,-2
Cc1ccc(C)c(NC(=S)Nc2ccc(S(=O)(=O)Nc3ncccn3)cc2)c1,-4,.,.,.,16,.,2
O=C(CN1CCN(Cc2ccc(F)cc2)CC1)NCCc1ccccc1,-3,-0.1,-3,1,11,4,-13
Cc1ccc(NC(=O)CN(C)C(=O)Cc2ccc3c(c2)CCC3)cc1,-2,0.4,1,-2,4,1,-28
O=C(N[C@@H]1C=C[C@@H](CC(=O)N2CCCCC2)O[C@@H]1CO)c1ccccn1,.,-2.4,-5,0,-1,.,17
O=C(O)CCC(=O)N1CCN(S(=O)(=O)c2cccs2)CC1,.,-1.2,-4,?,-4,-1,0
CC(C)CN(CCCNC(=O)CN1N=C(c2ccc(Cl)cc2)CCC1=O)CC(C)C,.,3.2,10,0,5,0,-25
CCCS(=O)(=O)N1CCCC(C(=O)N2CCCCC2)C1 (stereo not drawn),5,.,37,5,0,.,4
C[C@@H]1CN([C@H](C)CO)C(=O)Cc2cc(NC(=O)C3CC3)ccc2O[C@H]1CN(C)Cc1ccc(-c2ccccc2)cc1,.,2.3,-3,3,23,-12[16.7 µM],-11
Cc1ccc(-c2ccc(/C=C3/NC(=O)NC3=O)o2)cc1[N+](=O)[O-],4,-0.9,-17,0,37,-2,-59
CCCCN1C(=O)C(C(=O)OCc2ccccc2)CC2=C1CCCC2=O (stereo not drawn),5,1.1,-1,11,3,-3,-1
O=C(NCCCl)NNc1c(Cl)cc(Cl)cc1Cl,6,0.0,-70,2,6,-8,0
COc1ccc(Cc2nnc(SCC(=O)Nc3cc(Cl)ccc3C)[nH]c2=O)cc1,-5,-0.2,2,8,1,3,-23
CCCS(=O)(=O)NC(=O)C1(C)CCN(C(=O)c2ccco2)C1 (stereo not drawn),.,-0.2,-1,18,-9,3,35
C[C@H]1CN([C@@H](C)CO)C(=O)c2cc(N(C)C)ccc2O[C@@H]1CN(C)S(=O)(=O)c1ccc(F)cc1,-1,1.7,-2,0,-1,1[16.7 µM],-1
COc1ccc(S(=O)(=O)NCCCCCC(=O)NCCCN2CCOCC2)cc1,.,-0.4,5,0,.,3,-12
COc1ccc(C(=O)Nc2cccc(NC(=O)c3ccc(OC)c(OC)c3)n2)cc1OC,4,3.0,-23,3,29,-10,3
O=C(NCCN1CCOCC1)c1ccccc1OCc1ccccc1,-3,.,-2,18,-2,-5,.
COc1ccccc1CN1C[C@@H]2N[C@H](C1)C2c1ccc(-c2ccc(C(=O)N(C)C)cc2)cc1 (stereo partly drawn),3,1.3,8,2,5,.,-9
COc1cc2[nH]c(=O)n(Cc3ccc(C(=O)NC4CCN(Cc5ccccc5)CC4)cc3)c(=O)c2cc1OC,-3,1.6,2,4,11,-2,13
COc1ccc(CN(C)CCCn2ccc(NC(=O)OCc3ccccc3)nc2=O)cc1OC,8,0.1,-4,-9,-13,1,-4
CCCNC(=O)N1C[C@H]2[C@@H](c3ccccc31)[C@H](CO)N2Cc1ccc(F)cc1,.,-0.8,14,.,13,17[16.7 µM],0
Cc1ccc(C2(C)NC(=O)N(CC(=O)NC(=O)NC(C)(C)C)C2=O)cc1 (stereo not drawn),5,-0.4,5,16,15,-7,-25
O=C1CCC(=O)N1c1ccc(S(=O)(=O)Nc2cccc([N+](=O)[O-])c2)cc1,9,0.4,4,-3,3,0,9
COC(=O)CC1C(=O)NCCN1C(=S)NC(=O)c1sc2ccccc2c1Cl (stereo not drawn),-9,-1.3,-2,-3,-8,.,21
COCCNC(=O)CN(c1cc(Cl)ccc1OC)S(=O)(=O)c1ccc(C)c([N+](=O)[O-])c1,1,3.0,7,5,21,7,7
CCN(CC)S(=O)(=O)c1cc(NC(=O)C2Cc3ccccc3C(=O)O2)ccc1C (stereo not drawn),-8,1.9,-12,1,-43,-1,-19
CCc1sc(C(=O)Nc2ncccc2C)cc1C,4,-2.2,.,-3,-27,7,7
CCC1(C)SC(NC(C)=O)=NN1C(C)=O (stereo not drawn),-1,-0.1,3,-1,4,.,-7
COc1nc(N/N=C/c2ccccc2F)nc(N2CCCCC2)n1,-1,.,.,.,.,13,8
CCC1Sc2ccc(S(=O)(=O)CCC(=O)NC3CCCCCC3)cc2NC1=O (stereo not drawn),3,-1.4,-1,-1,-9,-4,-14
COc1cc(C2c3cc4c(cc3OC(Nc3ccc(C(=O)O)cc3)C2C)OCO4)cc(OC)c1OC (stereo not drawn),3,7.8,52*,-5,30,.,6
COc1ccc(OCC(=O)N/N=C(\C)c2cc3ccccc3o2)cc1,-16,-2.1,-42,2,-59,.,9
O=C(NCCCN1CCCC1=O)c1cccs1,9,.,.,.,.,1,13
CCCNC(=O)C[C@H]1CC[C@@H]2[C@@H](COc3ccc(NC(=O)Cc4cccs4)cc3C(=O)N2C)O1,7,1.1,3,4,-14,-7[16.7 µM],-10
CCOc1ccc(C(=O)NCC(c2cccs2)N2CCOCC2)cc1 (stereo not drawn),0,0.9,-1,-7,3,-3,26
CCCCC(CC)C(=O)Nc1cc(C(=O)NCCC)ccc1N1CCC2(CC1)CC(c1cccc(Br)c1)=NO2 (stereo not drawn),-15,3.2,11,1,17,-1,-40
O=C(NCc1ccc2c(c1)OCO2)c1cnc2ccccn2c1=O,9,.,.,.,.,6,11
CCOC(=O)[C@@H]1[C@H]2COc3ccc(Br)cc3[C@H]2N2C(=O)N(c3ccc(C)cc3)C(=O)[C@]12C,11,1.9,-1,4,1,1,6
Cc1ccc(O)c(/C=N/NC(=O)COc2ccc3c(C)cc(=O)oc3c2)c1,1,-0.2,33,9,0,-2,0
CCCN1[C@H](C(=O)NCc2ccccn2)[C@@H](CO)[C@@H]2Cn3c(ccc(C4=CCCC4)c3=O)[C@@H]21,.,.,1,-8,.,.,6
Cc1ccc(-c2cc(C(=O)Nc3cc(C)ccc3O)no2)cc1,-5,3.8,-46,5,-104,0,5
COc1ccc(/C=C/C(=O)c2ccccc2)cc1Cn1nnc2ccccc21,4,.,.,.,30,.,-28
CC(=O)N1CCN(c2ccc(NC(=O)c3cc(Cl)ccc3Cl)cc2)CC1,6,-1.9,-4,-4,-16,-4,-6
COC(=O)[C@@]1(Sc2ccc(C)cc2)CC(=O)N(C(=O)/C=C/c2ccccc2)[C@@H]1c1ccccc1,11,-2.5,12,1,-18,.,-3
C[C@@H]1CN([C@H](C)CO)C(=O)c2cc(NC(=O)Cn3cnnn3)ccc2O[C@@H]1CN(C)C,.,-0.1,-8,-6,9,5[16.7 µM],-6
C[C@@H]1CCCCO[C@H](CN(C)S(=O)(=O)c2cn(C)cn2)[C@H](C)CN([C@H](C)CO)C(=O)c2cc(NS(=O)(=O)c3ccc(F)cc3)ccc2O1,-1,-1.4,1,-17,12,1[16.7 µM],-1
C[C@@H]1CN([C@@H](C)CO)C(=O)c2cc(NC(=O)Cc3cn(C)c4ccccc34)ccc2O[C@H]1CN(C)Cc1ccccc1,.,1.5,-4,1,13,-9[16.7 µM],-11
OC(c1ccccc1)c1nc(-c2ccccc2)cs1 (stereo not drawn),-10,-3.1,-68,-10,-45,.,-4
CCOC(=O)c1c(N)sc(=S)c2c1CCC2,2,.,.,.,2,-2,.
COc1ccc(CN(C)C[C@H]2Oc3ccc(NC(=O)Nc4ccc(OC)cc4)cc3C(=O)N([C@H](C)CO)C[C@H]2C)cc1,.,0.7,-10,-9,3,-4[16.7 µM],15
CO[C@@H]1CN(C)C(=O)c2ccc(NS(C)(=O)=O)cc2OC[C@H](C)N(S(C)(=O)=O)C[C@H]1C,-7,-4.6,-4,0,-6,.,-3
Cc1ccc(NC2CCCN(C(=O)c3cn4cccc(C)c4n3)C2)cc1C (stereo not drawn),-4,1.9,.,-1,8,.,0
CCN(CC)c1ccc(/C=N/NC(=O)c2c(Cl)c(C)nn2C)cc1,3,.,-8,3,-22,-2,-2

Ordered by value in CFTR F508del cor (smallest number first): some entries from above
| Compound | CFTR F508del cor |
| --- | --- |
| CO[C@@H]1CN(C)C(=O)c2ccc(NS(C)(=O)=O)cc2OC[C@H](C)N(S(C)(=O)=O)C[C@H]1C | -4.6 |
| OC(c1ccccc1)c1nc(-c2ccccc2)cs1 (stereo not drawn) | -3.1 |
| Cc1ccc(O)c(/C=N/NC(=O)COc2ccc3c(C)cc(=O)oc3c2)c1 | -0.2 |

Next section.
mol,FN deposition inh,CFTR F508del cor,EWS-Fli inh,DENV2 CPE rescue,PAX8 inh HTS,miR122 inh,GSIS activator
O=C(Nc1ccc([N+](=O)[O-])cc1)N1CCN(C(=O)C2CCCO2)CC1 (stereo not drawn),3,-0.9,1,6,-23,-3,-10
Cc1noc(C)c1NC(=O)N(C)C[C@H]1Oc2ccc(NC(=O)Nc3ccc4c(c3)OCO4)cc2CC(=O)N([C@H](C)CO)C[C@H]1C,-4,1.7,0,2,-14,-2[16.7 µM],4
Cn1cc(-c2ccccc2)cc(C#N)c1=O,0,0.4,-7,1,6,4,2
Cc1cnc(CNC(=O)c2csc([C@@H]3C[C@H](O)[C@@H](CO)O3)n2)cn1,.,-0.7,5,-2,0,-4,7
